Screens deposited in PubChem BioAssay by National Center for Advancing Translational Sciences (NCATS).
Tau fluor counter: counter-screen for tau fibril formation inhibitors; tau K18 P301L (four-repeat tau fragment) Alexa594 fluorescence, heparin fibrillization; Potency, µM (top dose mostly 57.7 µM), inactives show at the highest dose activity change, negative = decrease; actives 0.93% (n = 280,000); AID 1463; further: potency means the concentration at half of the fitted maximal effect; on the % scale 0 is the no-effect control and ±100 the full control effect; nearly all actives have a fitted effect of over 55% in size
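Human K18 P301L tau (15 uM unlabeled plus 0.24 uM Alexa 594-labeled, final) in 100 mM sodium acetate pH 7 was mixed with compound and 20 uM heparin and incubated 6 hr at 37 C.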
Tau FP inhib: inhibitors of human tau fibril formation; Potency, µM (highest dose often 57.7 µM), for inactives: at the top dose activity, negative = inhibition, actives largely listed as inhibitors; K18 P301L tau heparin fibrillization, Alexa594 FP, 6 h; actives 0.39% (n = 280,000); AID 1468; further: potency means the concentration at half of the fitted maximal effect; on the % scale 0 is the no-effect control and ±100 the full control effect; nearly all actives have a fitted effect of over 55% in size
Target sequence (P10636 561-689 P618L limits assumed): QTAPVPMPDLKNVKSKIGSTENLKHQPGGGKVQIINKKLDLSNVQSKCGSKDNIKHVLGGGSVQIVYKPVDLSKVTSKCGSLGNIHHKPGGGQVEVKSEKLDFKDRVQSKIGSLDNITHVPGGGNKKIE
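Human tau K18 […] P301L fragment, 15 uM unlabeled plus 0.24 uM Alexa 594-labeled tau (final), with compound and 20 uM heparin in 100 mM sodium acetate pH 7; 6 hr at 37 C, then Alexa 594 FP read.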
TR SRC2 fluor cs: counter-screen for TRb-SRC2 inhibitors: fluorescence interference | TRb/SRC2 Texas Red total fluorescence interference | Potency, µM (highest dose often 106 µM), for inactives: at the highest dose fluorescence change, negative = quenching | actives 0.29% (n = 280,000); active means well fitted curve in either direction with a large enough effect; inconclusive means small, poorly fitted or top-dose-only effect; further: potency means the concentration at half of the fitted maximal effect; on the % scale 0 is the no-effect control and ±100 the full control effect
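Human TRb ligand-binding domain at 0.6 uM with 20 nM Texas Red SRC2 peptide in Tris buffer containing 1 uM T3 and 5% DMSO, incubated with compound 5 h at ambient temperature. Total fluorescence (555/632 nm) calculated as parallel + 2 × perpendicular.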
CBFb RUNX1 block: CBF-beta/RUNX1 interaction disruption; Q01196+Q13951; AlphaScreen CBFb-His/RUNX1-biotin binding, biochemical; Potency, µM (top dose mostly 59.8 µM), without a hit: at the highest dose activity, negative = inhibition, actives largely listed as inhibitors; 230,000 tested, under 10 active; further: % of control where 0% means no effect
Target sequence (Q01196 whole entry, looked up): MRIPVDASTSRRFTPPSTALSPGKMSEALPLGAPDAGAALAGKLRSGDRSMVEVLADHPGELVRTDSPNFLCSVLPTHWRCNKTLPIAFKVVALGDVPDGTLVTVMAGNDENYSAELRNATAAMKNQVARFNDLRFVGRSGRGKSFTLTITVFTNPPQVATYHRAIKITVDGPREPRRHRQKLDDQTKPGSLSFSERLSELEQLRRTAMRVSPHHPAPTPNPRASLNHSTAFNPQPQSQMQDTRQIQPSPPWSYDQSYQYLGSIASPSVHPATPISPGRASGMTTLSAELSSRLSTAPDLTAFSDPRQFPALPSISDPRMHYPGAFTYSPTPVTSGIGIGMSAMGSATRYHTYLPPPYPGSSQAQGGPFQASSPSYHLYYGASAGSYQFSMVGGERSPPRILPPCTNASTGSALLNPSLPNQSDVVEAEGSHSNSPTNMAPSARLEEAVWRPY
Target sequence (Q13951 whole entry, looked up): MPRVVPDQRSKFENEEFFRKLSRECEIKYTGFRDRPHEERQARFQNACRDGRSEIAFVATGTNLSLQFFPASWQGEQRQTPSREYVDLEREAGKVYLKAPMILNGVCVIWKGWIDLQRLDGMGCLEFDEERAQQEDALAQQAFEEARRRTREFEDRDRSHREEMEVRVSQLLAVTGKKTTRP
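Room-temperature protein-protein interaction test with 30 nM each of His-tagged CBF-beta and biotinylated RUNX1, 15 min with compound, then 90 min with nickel plus streptavidin beads. Signal read in AlphaScreen mode.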
GLA spleen mod: alpha-galactosidase A (human) modulation; P06280; Potency, µM (highest dose often 80 µM), inactives show at the highest dose activity change, negative = inhibition, usual class: inhibitors; human spleen homogenate, 4MU-alpha-Gal fluorescence, 40 min; actives 0.008% (n = 240,000);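 further: potency means the concentration at half of the fitted maximal effect; 0% = enzyme with vehicle and -100% = no enzyme basal signal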
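Human spleen homogenate (1 ug) as enzyme source, 4-methylumbelliferyl-alpha-D-galactopyranoside 1 mM final, citrate/phosphate pH 5.0 with 0.01% Tween-20. Compounds 40 min at 37C, NaOH/glycine stop; fluorescence Ex 365/Em 440, Hill-fit AC50.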
NPSR antag: neuropeptide S receptor (human) antagonism, cAMP | Q6W5P4 | Potency, µM (top dose mostly 38.3 µM), inactives show at the highest dose activity change, negative = inhibition, usual class: inhibitors | actives 1% (n = 220,000) | CHO-NPSR cells, cAMP TR-FRET, antagonist mode | AID 1461; further: potency means the concentration at half of the fitted maximal effect; on the % scale 0 is the no-effect control and ±100 the full control effect; nearly all actives have a fitted effect of over 50% in size; many of its hits are not listed in these tables
TRb SRC2 PPI: TRbeta-SRC2 interaction inhibition. Potency, µM (titrated, usually from 106 µM), without a hit: at the highest dose activity change, negative = inhibition, most hits filed as inhibitors. P10828. AID 1469. actives 0.065% (n = 280,000). TRbeta-SRC2 peptide binding, fluorescence polarization; receptor liganded with 1 µM T3;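 further: potency means the concentration at half of the fitted maximal effect; plate controls were bound peptide for no effect and peptide without receptor for full effect; nearly all actives have a fitted effect of over 50% in size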
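TRb LBD 0.6 uM + Texas Red SRC2 peptide 20 nM, 1 uM T3, Tris buffer w/ 5% DMSO; compound pinned, 5 h RT; FP read ex 555/em 632; normalized to unbound and bound controls.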
Epigenetic derep: derepresses silenced GFP reporter in murine cells | AID 1865 | actives 0.2% (n = 280,000) | murine LDR cells, GFP reporter derepression, 30 h | Potency, µM (highest dose often 53.9 µM), for inactives: at the top dose GFP activation, usual class: activators; further: potency means the concentration at half of the fitted maximal effect; % of control where 0% means no effect; nearly all actives have a fitted effect of over 60% in size
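In this reporter-derepression format, murine cells bearing a silenced integrated CMV-GFP locus incubate with test compound (30 h, 37 C), then are washed and imaged; fluorescent objects of 20–120 um count as induced cells.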
An asterisk follows results filed as active; ? = inconclusive; nt = no result given; & = joins results of further samples; [ ] = remark or other dose. Unless noted, the call rests on the fitted dose curve; in most records, active means well fitted curve in the direction sought with a large enough effect; inconclusive means small, poorly fitted or top-dose-only effect, or another doubt; inactive means no such curve, though single readings can be large; an effect the other way counts as inactive or inconclusive.

SMILES	Tau fluor counter	Tau FP inhib	TR SRC2 fluor cs	CBFb RUNX1 block	GLA spleen mod	NPSR antag	TRb SRC2 PPI	Epigenetic derep
CCC1=C(OC(=O)N(CC)CC)N2C(=O)OC(=NCC(=O)OC)[C@]2(C)[C@H]2C1=CC[C@H]1C(=O)NC(=O)[C@H]12	-5%&6%	1%&9%	-1%&0%	2%&8%	-2%&2%	16%	0%&-1%	-1.1%&-3.2%
Cc1ccc(NC(=O)NCc2ccncc2)cc1Cl	-17%	-11%	0%	3%	5%	-5%	9%	-0.3%
Cc1ccc(C)c(N2CCN(C(=O)c3ccc(CS(=O)(=O)c4ccccc4C)o3)CC2)c1	-20%	-7%	-2%	-8%	6%	-24%[46.1 µM]	-9%	-0.8%
NC(=O)NC(=O)COC(=O)c1ccc(Cl)c(S(=O)(=O)N(Cc2ccccc2)c2ccc(Cl)cc2)c1	?	11µM*	3%	-18%	-11%	?	-2%	0.0%
CCOC(=O)C1=C(C)NC2=C(C(=O)c3ccccc32)C1c1ccc([N+](=O)[O-])o1 (stereo not given)	?	6%	-3%	?	-5%	?	0%	1.5%
Cc1oncc1-c1csc(-c2ccccc2)n1	-9%	-5%	0%	11%	7%	4%	6%	-1.4%
O=C(Nc1nc2ccccc2c(=O)[nH]1)c1ccccc1SCc1ccccc1	-25%	-11%	-3%	9%	-13%	-40%	6%	4.1%
O=C1NC(c2ccccc2)=NC1(Nc1ccccn1)C(F)(F)F (stereo not given)	1%	8%	1%	7%	7%	16%	4%	-0.9%
CC(C)CCNC(=O)CCCn1c(=O)c2cccn2c2ccccc21	-20%	2%	0%	nt	nt	nt	3%	0.0%
N#C/C(=C\c1ccco1)C(=O)Nc1ccc(S(N)(=O)=O)cc1	-7%	0%	-3%	-5%	-21%	-1%	16%	1.0%

By substructure, those above with a Cl atom (2)
SMILES	Tau fluor counter	Tau FP inhib	TR SRC2 fluor cs	CBFb RUNX1 block	GLA spleen mod	NPSR antag	TRb SRC2 PPI	Epigenetic derep
Cc1ccc(NC(=O)NCc2ccncc2)cc1Cl	-17%	-11%	0%	3%	5%	-5%	9%	-0.3%
NC(=O)NC(=O)COC(=O)c1ccc(Cl)c(S(=O)(=O)N(Cc2ccccc2)c2ccc(Cl)cc2)c1	?	11µM*	3%	-18%	-11%	?	-2%	0.0%

The listing continues:
SMILES	Tau fluor counter	Tau FP inhib	TR SRC2 fluor cs	CBFb RUNX1 block	GLA spleen mod	NPSR antag	TRb SRC2 PPI	Epigenetic derep
Cc1nn(C(C)C(=O)c2cccc(Cl)c2)c(C)c1[N+](=O)[O-] (stereo not given)	-12%	-1%	-4%	-2%	-2%	-18%	0%	1.1%
Cc1cccc(C)c1NC(=O)N1CCC(C(N)=O)(N2CCCCC2)CC1	-10%	-21%	-3%	nt	nt	nt	4%	-0.6%
NC(=O)COC(=O)c1c2c(nc3ccccc13)CCC2	-11%	-4%	-3%	?	6%	1%	5%	-1.4%
CCN(CC)c1ccc(-c2nn3c(-c4n[nH]c5c4CCC5)nnc3s2)cc1	-21%	-5%	-7%	-15%	?	0%[46.1 µM]	3%	5.4%
CN1C(C(=O)c2ccccc2)=C(OC(=O)c2ccc(Br)cc2)c2ccccc2S1(=O)=O	-20%	-7%	3%	nt	nt	nt	-1%	-1.0%
COc1ccccc1-c1nc(SC)n[nH]1	2%	0%	-2%	5%	1%	10%	-2%	-0.1%
NC(=O)c1cccc2ccccc12	6%	9%	-5%	7%	1%	8%	-6%	0.1%
Cc1ccc(NC(=O)Cn2c(=O)n(Cc3ccc4c(c3)OCO4)c(=O)c3ccccc32)c(C)c1	-4%	?	0%	nt	nt	nt	6%	?
CCOC(=O)c1ccc(NC(=O)C(C)Sc2nc(O)c(-c3ccccc3)c(=O)[nH]2)cc1 (stereo not given)	-20%	-8%	-2%	-7%	-7%	-2%	-3%	-7.1%
O=C(Nc1sc2c(c1-c1nc3ccccc3[nH]1)CCCC2)C1CC1	?	-1%	-1%	3%	-2%	-15%[46.1 µM]	-7%	1.0%
CC(=O)N1[C@H](C)C=C[C@]1(Cc1ccccc1)C(=O)NCCc1c[nH]c2ccccc12	-22%	1%	-6%	8%	-1%	nt	-2%	2.5%
CC(C)CN(CCCNC(=O)CN1C(=O)CSc2ccc(S(=O)(=O)N3CCOCC3)cc21)CC(C)C	-6%&-4%	-3%&-4%	0%&-1%	-1%	5%	2%	10%&1%	-0.1%&7.4%
COc1ccc(OC)c(N2C(=O)CC(Cc3cc(C)cc(C)c3)C2=O)c1 (stereo not given)	2%	3%	-1%	1%	9%	-8%	8%	2.1%
CCCc1c(CC)c(=N)c2ccccc2n1C	-9%	2%	-7%	24%	-4%	-14%[46.1 µM]	-7%	-2.9%
CCc1cc2c(=O)[nH]c(CC(N)=O)nc2s1	9%	-2%	2%	2%	-3%	2%	1%	1.1%
CC(=O)Nc1cccc(NC(=O)C(=O)c2cn(CC(=O)N3CCCCC3)c3ccccc23)c1	-16%	-4%	-2%	-1%	1%	-18%	-6%	-0.7%
O=C(c1cc2cc3ccc(Cl)cc3nc2o1)N1CCN(c2cccc(Cl)c2)CC1	-21%	?	-1%	nt	nt	nt	-13%	-2.3%
Cc1ccc2c(c1C)OC(=O)CC2(C)C	-5%	6%	0%	4%	-7%	14%	-1%	-1.9%
COc1ccc(C(=O)Nc2ccc(S(=O)(=O)N3CCCC3)cc2)c(OC)c1	-14%	-4%	-2%	0%	-6%	-16%[46.1 µM]	3%	2.1%
Cc1cc2c(cc(C(=O)OC(C(=O)NCc3ccco3)C(C)C)n2C)o1 (stereo not given)	-10%	-1%	0%	-8%	1%	-15%[7.67 µM]	-7%	1.0%
Cc1[nH]c(=O)[nH]c(=O)c1CSc1nnc(CCCCCNC(=O)OC(C)(C)C)o1	-1%	-3%	0%	2%	-2%	-7%[46.1 µM]	8%	0.8%
Cc1nc(SCCC(=O)O)c2ccccc2n1	1%	0%	5%	-1%	-2%	?	-4%	0.0%
O=C(CNC(=O)c1ccc(Cl)cc1)N/N=C/c1cccnc1	-4%	-2%	-1%	7%	-5%	12%	4%	-1.1%
CC(=O)Nc1ccc(S(=O)(=O)c2c(N)n(CCN3CCOCC3)c3nc4ccccc4nc23)cc1	-5%	-5%	-4%	4%	?	-19%[46.1 µM]	2%	0.0%
N/C(Cc1cccc2ccccc12)=N\OC(=O)COc1ccccc1	-12%	?	18%	-3%	-4%	1%	-9%	-0.9%
O=C(CSc1ccc(-c2ccc(F)cc2)nn1)N1CCCCC1	0%	0%	-3%	3%	-6%	-1%[46.1 µM]	-6%	-0.2%
COC(=O)c1ccc(Cl)c(NC(=O)CN2CCOCC2)c1	4%	-1%	2%	2%	6%	-1%[46.1 µM]	-8%	-0.8%
CC(C)Cc1nc2sc3c(NCc4ccco4)ncnc3c2c2c1COC(C)(C)C2	-13%	-2%	-4%	21%	12%	-14%[46.1 µM]	-4%	2.4%
c1cc(CN2CCCNCCNCCCNCC2)ccc1CN1CCCNCCNCCCNCC1	nt	nt	1%	27%	1%	nt	1%	nt
CCCc1nnc(SCC(=O)O)n1CC	-10%	3%	0%	13%	-5%	6%	-1%	4.3%
COC(=O)CCC(=O)OC1(C)C(=O)C=C2C=C(C3CC3)N(Cc3ccc(OC)cc3)C=C2C1=O (stereo not given)	-16%[11.6 µM]	1%[11.6 µM]	0%[11.2 µM]	11%[13.1 µM]	-1%[17.5 µM]	19%	6%[11.2 µM]	-0.2%
CSCC(=O)N1CCCC(CNC(=O)c2ccccc2Cl)C1 (stereo not given)	11%	-1%	-2%[53 µM]	-3%	-1%	-14%	10%[53 µM]	-1.2%
O=C(CCC(=O)OCc1ccc([N+](=O)[O-])cc1)Nc1ccccc1Cl	0%	1%	-1%	-4%	-4%	14%	5%	1.9%
O=C(Cc1cccs1)Nc1ccc(Cl)cc1	-5%	8%	1%	4%	8%	-8%[46.1 µM]	4%	-1.1%
CCOC(=O)c1cn(CC(=O)Nc2ccc(C)cc2)nn1	-10%	-6%	-2%	-1%	?	-3%[46.1 µM]	-4%	0.0%
CC(C)(C)C(=O)NC1CCN(S(C)(=O)=O)CC1	4%	3%	-3%	0%	-6%	5%[46.1 µM]	2%	-0.8%
Cn1c(=O)cc(OCC(=O)N2CCN(c3ccc(F)cc3)CC2)c2ccccc21	-10%	0%	-1%	nt	nt	nt	-8%	1.1%
CCn1c(CNC(=O)C23CC4CC(CC(C4)C2)C3)nnc1SCC(=O)Nc1ccccc1	-13%	-2%	0%	nt	nt	nt	-5%	5.5%
CC[C@@H](C)[C@H](NC(=O)OCc1ccccc1)c1nnc([C@@H](NC(=O)OCc2ccccc2)[C@@H](C)CC)o1	4%	3%	-1%	0%	-10%	-29%	-1%	3.1%
CCN1CCCC1CNC(=O)C1CCN(Cc2nc(-c3cccc(Br)c3)oc2C)CC1 (stereo not given)	-8%	6%	-4%	2%	4%	9%[46.1 µM]	-8%	0.0%
COc1ccc(CNC(=O)CSc2nc(-c3ccc(OC)cc3)cc(C(F)(F)F)n2)cc1	-11%	?	-8%	nt	nt	nt	-2%	-1.0%
CCOC(=O)C1=C(C)NC(=NC)SC1c1ccccc1 (stereo not given)	5%	-1%	0%	-1%	0%	9%	-1%	-4.3%
Cc1ccc(CN(C(=O)COc2ccc(Cl)cc2Cl)C2CCS(=O)(=O)C2)o1 (stereo not given)	-15%	13%	1%	nt	nt	nt	-9%	1.9%
Cc1cccc(CN2CCN(C(=O)c3ccccc3F)CC2)c1	-4%	1%	-1%	6%	2%	-7%[46.1 µM]	4%	0.0%
C(=N\N1CCN(C2c3ccccc3-c3ccccc32)CC1)/c1ccncc1	-12%	-10%	0%	12%	-2%	-10%[46.1 µM]	10%	0.0%
O=C(CSc1ccc(Cl)cc1)Nc1cccc(NC(=O)c2ccco2)c1	?	?	0%	-1%	-14%	-12%[46.1 µM]	-14%	-2.3%

These rows are one share of the data. The share of hits here may be higher or lower than overall.
